High-throughput results: PubChem, National Center for Advancing Translational Sciences (NCATS)
Cycloheximide cs = affects cycloheximide protein synthesis inhibition readout, counter-screen; hit rate 12% among 300,000; max response, %; cell reporter, cycloheximide protein synthesis inhibition counterscreen; in the data active = max response mostly above about 13%, no sharp cut-off; inactive = mostly below about 14%; also: read at 38.3 µM for the half of the compounds with a filed dose; 0% is about no effect
HCV inh = blocks hepatitis C virus; Huh7.5.1 HCVcc-Cre infection, luciferase reporter, 44 h; Potency, µM (titrated, usually from 41.8 µM), without a hit: at the top dose activity change, negative = inhibition, hits mostly inhibitors; hit rate 3.4% among 340,000; also: potency is read from the fitted curve at half-maximal effect; % is scaled to controls: 0 for no effect and ±100 for the full control effect
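A cell-based infection assay in which seeded cells (1,000 per well) receive test compound after 4 h, are inoculated with HCVcc-Cre at approximately 0.5 moi, and are incubated 44 h before luminescence detection.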
Pf growth 48h = inhibits P. falciparum growth in the first generation, 48 h; P. falciparum luciferase growth in erythrocytes, 48 h; Potency, µM (series often up to 28.7 µM), inactives show at the top dose activity change, negative = inhibition, actives largely listed as inhibitors; hit rate 5.9% among 310,000; AID 504832; also: potency is read from the fitted curve at half-maximal effect; % is scaled to controls: 0 for no effect and ±100 for the full control effect
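Read-out is firefly luciferase luminescence from an integrated reporter in P. falciparum, so falling signal marks reduced parasite growth. Infected erythrocytes were at 2% hematocrit and 0.1% parasitemia (final) in Albumax-supplemented RPMI 1640.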
Giardia FBPA inh = inhibitors of Giardia lamblia fructose-1,6-bisphosphate aldolase. A8B2U2. purified Giardia FBPA. Potency, µM (doses to about 59.6 µM), inactives show at the highest dose activity, negative = inhibition, usual class: inhibitors. hit rate 0.71% among 290,000. AID 2451; also: potency is read from the fitted curve at half-maximal effect; % is scaled to controls: 0 for no effect and ±100 for the full control effect; nearly all actives have a fitted effect of over 55% in size
Target sequence (A8B2U2 whole entry, looked up): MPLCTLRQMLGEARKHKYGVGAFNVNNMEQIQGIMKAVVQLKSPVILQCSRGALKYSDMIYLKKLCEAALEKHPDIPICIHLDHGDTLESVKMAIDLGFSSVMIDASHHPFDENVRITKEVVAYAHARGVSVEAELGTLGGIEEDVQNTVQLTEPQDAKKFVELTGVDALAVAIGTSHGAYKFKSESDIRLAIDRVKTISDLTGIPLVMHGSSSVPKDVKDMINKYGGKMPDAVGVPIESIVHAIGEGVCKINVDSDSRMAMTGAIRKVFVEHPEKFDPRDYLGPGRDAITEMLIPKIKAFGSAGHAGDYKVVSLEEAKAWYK
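Giardia FBPA (40 nM reagent) was preincubated 10 min at RT with compound (up to 57.5 uM final), then substrate plus GAPDH/TPI/NAD/arsenate coupling system with diaphorase/resazurin was added; resorufin fluorescence (525/598 nm) was read after 20 min.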
Pf growth 96h = P. falciparum growth inhibition at 96 hours; AID 504834; Potency, µM (series often up to 28.7 µM), for inactives: at the top dose activity change, negative = inhibition, hits mostly inhibitors; hit rate 6.9% among 320,000; P. falciparum luciferase reporter growth, 96 h; also: potency is read from the fitted curve at half-maximal effect; % is scaled to controls: 0 for no effect and ±100 for the full control effect
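Two parasite generations (96 h, 37 C, 5% CO2) of compound exposure in infected erythrocytes (0.05% parasitemia, 2% hematocrit). Luciferase-reporter P. falciparum; decreased luminescence indicates inhibited growth, aimed at apicoplast-acting delayed death.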
Shiga toxin inh = inhibitors of Shiga toxin in Vero cells; Vero cells, Shiga toxin protein synthesis inhibition reporter; inhibition, % at 38.7 µM; hit rate 9.2% among 290,000; AID 2315; in the data active = inhibition mostly above about 28%, no sharp cut-off; inactive = mostly below about 43%; also: 0% is about no effect
An asterisk follows results filed as active; i = inactive; u = inconclusive; x = no result given; [ ] = remark or other dose. Unless noted, calls follow the shape of the dose curve; as a rule, active = well fitted curve in the direction sought with a large enough effect; inconclusive = small, poorly fitted or top-dose-only effect, or another doubt; inactive = no such curve, though single readings can be large; an effect the other way counts as inactive or inconclusive.

SMILES	Cycloheximide cs	HCV inh	Pf growth 48h	Giardia FBPA inh	Pf growth 96h	Shiga toxin inh
CCc1cccc(C)c1NC(=O)C(c1ccccc1)N1CCC1=O (stereo unspecified)	-7	-10%	12%	4%	17%	-14
COc1ccc(CNC(=O)CCS(=O)(=O)Cc2ccc(C)cc2)c(OC)c1	-1	-51%	5%	6%	u	-5
O=C(COc1ccc2c(c1)CCC2)NCc1cccc(Cl)c1	-2	-9%	6%	-16%	u	-10
O=S(=O)(CCC1CCCCN1)c1ccccc1 (stereo unspecified)	1	4%	21%	-4%	19%	-3
COc1cc(/C=C/c2nc3ccccc3c(=O)n2-c2cccc(O)c2)ccc1O	17	u	0%	0%	-26%	59*
COc1cc(/C=N/NC(=O)Cc2ccccc2)cc(OC)c1OC	-1	-2%	6%	16%	u	-8
O=C(NC(Cc1ccc2c(c1)OCO2)C(=O)NC(Cc1ccccc1)C(=O)O)c1ccccc1 (stereo unspecified)	-3	9%	x	8%	-17%	-7
COc1ccc(C(=O)C2CCN(C(=S)Nc3ccc(F)cc3)CC2)cc1	-3	u	7%	3%	u	-9
COCc1c(C(=O)N/N=C\c2cccnc2)nnn1-c1nonc1N	-4	-21%	7%	-5%	-19%	0
COc1ccccc1NC(=O)CSc1nc2sc(C)c(C)c2c(=O)n1C	-6	10µM*	-1%	7%	u	-9
Fc1cc(Br)ccc1NC(=S)Nc1cccnc1	-3	5%	7%	-20%	u	1
CCOC(=O)c1nc(C)n(-c2ccc([N+](=O)[O-])cc2)n1	14	-8%	50%[activator]	-2%	0%	-3
CCOc1ccc(N2C(=O)CC(N(O)c3ccccc3)C2=O)cc1 (stereo unspecified)	14	-24%	60%[activator]	-2%	10%	100*
Cc1cccc(C)c1NC(=O)CSC(=S)N1CCCC1	6	20%	13%	4%	26%	36
Cc1ncc([N+](=O)[O-])n1CC(=O)N/N=C/c1ccc(F)cc1	0	15%	1%	3%	u	-11

Two compounds from above, reduced to Cycloheximide cs:
molecule | Cycloheximide cs
Cc1cccc(C)c1NC(=O)CSC(=S)N1CCCC1 | 6
COc1ccc(C(=O)C2CCN(C(=S)Nc3ccc(F)cc3)CC2)cc1 | -3

(list continues)
SMILES	Cycloheximide cs	HCV inh	Pf growth 48h	Giardia FBPA inh	Pf growth 96h	Shiga toxin inh
Cc1cccc(C(=O)N/N=C/c2ccc(OC3CSC3)cc2)c1	24*	u	u	-10%	12%	15
COc1ccc(/C=N/Nc2nc(C)c([N+](=O)[O-])c(N(C)c3ccccc3)n2)cc1OC	10	1%	21%	-1%	-29%	24
CCN1CCN(c2ccc(S(=O)(=O)N3CCCCC3)cc2NC(=O)Cc2c(Cl)cccc2Cl)CC1	44*	x	-12%	x	u	42*
CCC1(CC)C(=O)NC(=O)NC1=O	-1	x	-27%	2%	-38%	-5
CC(C)N1C(=O)NC(=O)C2(Cc3cc([N+](=O)[O-])ccc3N(C)C2c2ccccc2)C1=O (stereo unspecified)	-3	u	u	0%	12µM*	-12
CCOCCCNC(=O)C1CCCN1C(=O)Nc1ccccc1[N+](=O)[O-] (stereo unspecified)	4	6%	29%	6%	u	16
CC1(C)C2CCC13CS(=O)(=O)N[C@@H]3C2 (stereo partly specified)	1	8%	11%	7%	-9%	12
CCSC1=C(C#N)C(c2ccc3c(c2)OCO3)C2=C(CCCC2=O)N1 (stereo unspecified)	7	-14%	x	-2%	u	-18
NC(=O)C1CCN(c2cc(Cl)nc(N)n2)CC1	4	6%	0%	0%	24%	24
Cc1nn(C)cc1S(=O)(=O)N1CCCCC1C (stereo unspecified)	-3	8%	2%	x	15%	9
O=C(CCn1c2c(c3ccccc31)CCCC2)NNC(=O)c1ccccc1[N+](=O)[O-]	-1	u	20%	-1%	0%	-8
O=c1c2ccccc2nc(/C=C/c2c[nH]c3ccccc23)n1-c1ccc([N+](=O)[O-])cc1	-2	-27%	u	4%	81%[activator]	19
CC(C)(NS(=O)(=O)OCC(Cl)(Cl)Cl)c1ccccc1	-1	6%	12%	2%	36%[activator]	-3
CCOC(=O)c1sc2nc(-c3cccnc3)ccc2c1N	50*	-4%	191%[activator]	-3%	22%	84*
COc1cc(NC(=S)NCCCO)c(OC)cc1Cl	4	9%	20%	-7%	u	-6
NC(=O)CSc1ncc(-c2ccccc2)[nH]1	14*	15%	45%[activator]	-1%	u	79*
COC(=O)c1ccccc1NC(=O)CSc1nnc(C(C)NC(=O)c2ccc(Cl)cc2Cl)n1C (stereo unspecified)	-2	-22%	x	0%	u	-12
O=S(=O)(Nc1ccc(N2CCOCC2)cc1)c1ccccc1	-2	14%	19%	3%	86%[activator]	-12
O=C(Cn1cnc2ccccc21)c1ccccc1	2	6%	16%	8%	u	19
Cc1ccc(-c2nn[nH]n2)o1	-2	1%	9%	-15%	u	-8
C=CCNc1nc2ccccc2nc1NS(=O)(=O)c1cccc(C)c1	5	0%	-5%	u	17%	-4
CCN1C(=O)CC(N2CCN(c3ccc(OC)cc3)CC2)C1=O (stereo unspecified)	1	5%	29%	-12%	-22%	-34
COC(=O)c1ccc(NC(=O)CSc2nc3cccnc3n2C)cc1	-3	u	u	0%	117%[activator]	-12
CCOc1ccc2[nH]c(=O)c(CN(CCCO)S(=O)(=O)c3ccc(F)cc3)cc2c1	-7	-3%	-19%	-7%	23%	-7
CCCC(=O)N1CCC(CCC(=O)NC2CC2)CC1	11	u	40%[activator]	11%	18%	15
COc1cc(NC2=CC(=O)CC(C)(C)C2)cc(OC)c1	5	2%	15%	-4%	x	-10
FC(F)(F)c1cccc(NC2=NCCCS2)c1	1	-5%	8%	-2%	u	x
CCc1c(O)nc(SCC(=O)N2CCc3cc(OC)c(OC)cc3[C@@H]2C)[nH]c1=O	-2	-6%	u	-14%	u	-5
O=C(NNC(=O)c1ccccc1Br)c1ccc(Cl)c(Cl)c1	0	15%	47%[activator]	2%	104%[activator]	3
Cc1cc(C)cc(NC(=O)C2CCCN(c3nc(C)cc(C)n3)C2)c1 (stereo unspecified)	4	x	x	3%	x	-12
COc1ccc(OC)c(C(=O)NC(CC(N)=O)c2ccc(N3CCN(c4ccccn4)CC3)c([N+](=O)[O-])c2)c1 (stereo unspecified)	-1	-14%	33%	7%	8%	-3
O=C(Nc1ccc(N2CCN(C(=O)c3ccco3)CC2)cc1)c1cccs1	11	-4%	u	1%	26%	21
COc1cc(/C=C/C(=O)Nc2ccc(N3CCCCC3)c(S(=O)(=O)Nc3ccccc3Cl)c2)cc(OC)c1OC	-1	12%	13µM*	-5%	4.1µM*	-6
COc1ccc(C(=O)Nc2ccccc2C(=O)NCCN2CCOCC2)cc1	13	-18%	0%	-10%	x	36
Cc1ccc2cccc(NC(=O)C(F)(F)F)c2n1	-5	-11%	0%	u	0%	3
O=C(COC(=O)c1ccc(O)cc1)NCCCc1ccccc1	2	-4%	u	3%	u	-9
CCn1c2ccc(C)cc2c2nc3cc(C(=O)O)ccc3nc21	44*	u	94%[activator]	-13%	i	61*
Cc1ccc(C(=O)CSc2nnc(COc3cc(C)cc(C)c3)o2)cc1	-4	u	-5%	2%	-20%	31
CN=C(Nc1cc(C)nn1CCC#N)c1ccc(F)cc1	-6	-1%	x	1%	19%	-2
O=C(Nc1ccccn1)c1ccc(Cl)c(S(=O)(=O)N2CCc3ccccc32)c1	x	u	u	x	u	x
Nc1ccc(C(=O)O)cc1[N+](=O)[O-]	-2	5%	-4%	-1%	0%	-6
O=C(Nc1ccccc1)N1CCC(=S)Nc2ccccc21	1	18%	-8%	-1%	-5%	-4
COc1cc(CCCN2CCNC[C@H]2Cc2ccc(O)cc2)cc(OC)c1OC	x	6%	u	x	95%[activator]	x
Cc1ccc(Nc2nc(N)nc(COC(=O)C3=COCCO3)n2)cc1	x	7%	329%[activator]	x	128%[activator]	x
Cc1nc(-c2ccc(Cl)cc2)sc1C1(C)CC(c2ccc(C#N)cc2)=NO1 (stereo unspecified)	1	34%[activator]	-1%	-1%	72%[activator]	14

In the list so far, 9 contain a nitro group on carbon:
SMILES	Cycloheximide cs	HCV inh	Pf growth 48h	Giardia FBPA inh	Pf growth 96h	Shiga toxin inh
CCOC(=O)c1nc(C)n(-c2ccc([N+](=O)[O-])cc2)n1	14	-8%	50%[activator]	-2%	0%	-3
Cc1ncc([N+](=O)[O-])n1CC(=O)N/N=C/c1ccc(F)cc1	0	15%	1%	3%	u	-11
COc1ccc(/C=N/Nc2nc(C)c([N+](=O)[O-])c(N(C)c3ccccc3)n2)cc1OC	10	1%	21%	-1%	-29%	24
CC(C)N1C(=O)NC(=O)C2(Cc3cc([N+](=O)[O-])ccc3N(C)C2c2ccccc2)C1=O (stereo unspecified)	-3	u	u	0%	12µM*	-12
CCOCCCNC(=O)C1CCCN1C(=O)Nc1ccccc1[N+](=O)[O-] (stereo unspecified)	4	6%	29%	6%	u	16
O=C(CCn1c2c(c3ccccc31)CCCC2)NNC(=O)c1ccccc1[N+](=O)[O-]	-1	u	20%	-1%	0%	-8
O=c1c2ccccc2nc(/C=C/c2c[nH]c3ccccc23)n1-c1ccc([N+](=O)[O-])cc1	-2	-27%	u	4%	81%[activator]	19
COc1ccc(OC)c(C(=O)NC(CC(N)=O)c2ccc(N3CCN(c4ccccn4)CC3)c([N+](=O)[O-])c2)c1 (stereo unspecified)	-1	-14%	33%	7%	8%	-3
Nc1ccc(C(=O)O)cc1[N+](=O)[O-]	-2	5%	-4%	-1%	0%	-6

This is a random part of the collection. About 24% of those tested had a hit in this group.
